Screening data from PubChem BioAssay.
DPM-DC inhibit – blocks S. pneumoniae diphosphomevalonate decarboxylase; 0.49% of 65,000 active; calls only at 10 µM; purified DPM-DC, PK/LDH coupled NADH fluorescence;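 active = the 320 compounds with the highest percent inhibition in the single-dose primary screen, excluding strongly autofluorescent ones, cut at about 32% in these data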;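 note: kinetic rate of NADH fluorescence loss reporting ADP formed by the decarboxylase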
MK inhibit – S. pneumoniae mevalonate kinase inhibition; purified MK, PK/LDH-coupled NADH absorbance 340 nm; inhibition, % at 10 µM; 0.48% of 65,000 active;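 active = ranked among the strongest by inhibition in the single 10 µM screen, a fixed top-ranked set picked for dose follow-up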; note: no value below 0 was filed
HPDE-C7 viability – cytotoxicity in HPDE-C7 cells, cell-based, fluorescence, HTS (AID 430); HPDE-C7 pancreatic duct cells viability, fluorescence; higher % means a stronger effect; cytotoxicity, % at 10 µM, or EC50 in µM where a hit was titrated; 1.8% of 63,000 active;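 note: cells exposed to compound for 48 hours before viability readout; 0% = vehicle and 100% = reference cytotoxic drug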
TNAP inhibition – inhibition of tissue-nonspecific alkaline phosphatase – biochemical, luminescent (AID 518). one-dose inhibition, % at 20 µM; IC50 in µM for titrated hits. 0.09% of 64,000 active. purified TNAP enzyme, luminescent substrate readout; higher % means a stronger effect; in the data active = a potency from the dose series; inactive = the rest, 99 in 100 with inhibition below about 22%;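 note: plate controls were vehicle for no effect and reference inhibitor for full effect; many of its hits are not listed in these tables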
LYP phosphatase – LYP phosphatase inhibitors, primary screen, biochemical, DiFMUP fluorescence, recombinant catalytic domain, 10 µM (AID 606). recombinant LYP catalytic domain, DiFMUP fluorescence; higher % means a stronger effect. inhibition, % at 10 µM, or IC50 in µM where a hit was titrated. 52,000 tested, under 10 active;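 active = IC50 under 40 µM in the dose-response test; inactive = IC50 of 40 µM or more, or never dose-tested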
Spn PMK inh – inhibitors of Streptococcus pneumoniae phosphomevalonate kinase | 0.49% of 65,000 active | inhibition, % at 10 µM | purified PMK, PK/LDH-coupled NADH absorbance 340 nm;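 active = top-ranked compounds by inhibition in the single 10 µM screen, taking a fixed number of the strongest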;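 note: 0% = full reaction with DMSO carrier and 100% = background rate without enzyme reaction; no value below 0 was filed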
Bfl-1 displacement – Bfl-1 inhibitors, primary screen, biochemical, fluorescence polarization, FITC-Bid, mouse (AID 432). displacement, % at 20 µM, or IC50 in µM where a hit was titrated. FITC-Bid BH3 peptide fluorescence polarization displacement; higher % means a stronger effect. 0.02% of 64,000 active; in the data active = a potency from the dose series; inactive = the rest, 99 in 100 with displacement below about 15%; note: strong numbers were not always called active
HT1080 viability – cytotoxicity in HT1080 fibrosarcoma cells, cell-based, fluorescence readout (AID 620) | HT1080 viability, fluorescence; higher % means a stronger effect | 0.42% of 87,000 active | cytotoxicity, % at 10 µM; hits with a dose series show EC50 in µM;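 note: cells exposed to compound overnight then 4 h with Alamar Blue; 0% = vehicle DMSO and 100% = killing control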
KRASV12 cytotoxicity – viability loss of HPDE-C7K cells – cell-based, fluorescence, HTS, primary screen (AID 431) | HPDE-C7K KRASV12 cells, Alamar Blue viability, 48 h; higher % means a stronger effect | cytotoxicity, % at 10 µM, or EC50 in µM where a hit was titrated | 1.7% of 63,000 active;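 active = compounds whose percent cytotoxicity in the single-dose primary screen, scaled between solvent and toxic-drug controls, exceeds 50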;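 note: 0% = DMSO solvent wells and 100% = doxorubicin-treated wells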
Spn PMK inh pilot replicates – recorded beside Spn PMK inh, whose call it bears; inhibition, %; measured here: pilot screen replicates
MK inhibit pilot replicates – second read-out of MK inhibit, no call of its own (marks repeat the call); inhibition, %; measured here: pilot screen replicates
DPM-DC inhibit pilot screen % – also measured in DPM-DC inhibit; calls as there; inhibition, %; measured here: pilot screen trials
* = called active by the depositor; i = inactive; . = not tested or not shown; & = joins results of further samples. Cut-off read from the data, not from the text of the source, unless noted: active = cytotoxicity above about 50%; inactive = the rest.

SMILES	DPM-DC inhibit	MK inhibit	MK inhibit pilot replicates	HPDE-C7 viability	TNAP inhibition	LYP phosphatase	Spn PMK inh	Spn PMK inh pilot replicates	Bfl-1 displacement	HT1080 viability	KRASV12 cytotoxicity	others
CCOC(=O)CSc1nc(C)c(C(C)=O)cc1C#N	i	4.0	.	24.6%	5.3%	6.0%	5.0	.	-2.3%	-4.4%	12.7%
CC(NC(=O)CSc1nc2c(cc1C#N)CN(C)CC2)c1ccccc1 (stereo unspecified)	i	5.0	.	-1.9%	7.3%	1.5%	0.0	.	-2.7%	-1.6%	3.1%
CC(C)[C@H](NC(=O)OC(C)(C)C)c1nnc(SCC(=O)Nc2ccc(Br)cc2)o1	i	6.0	3.5	5.1%	12.8%	6.7%	0.0	0.5	1.7%	-4.1%	15.9%	DPM-DC inhibit pilot screen %=3.5
CC(=O)c1sc(NC(=O)c2ccco2)nc1-c1ccccc1	i	4.0	.	-1.0%	6.7%	15.0%	0.0	.	-2.7%	12.5%	6.3%
Cc1cc(Cl)c(S(=O)(=O)N2CCN(c3ccc(F)cc3)CC2)cc1OCC(N)=O	i	7.0	0.5	3.2%	3.7%	-0.4%	0.0	2.0	-1.4%	8.7%	3.9%	DPM-DC inhibit pilot screen %=1.0
O=S(=O)(NCCc1ccccn1)c1cccs1	i	0.0	0.0	-28.8%	2.5%	-0.3%	12.0	5.0	0.4%	0.5%	11.2%	DPM-DC inhibit pilot screen %=0.0
CCC(OC(=O)c1cccs1)C(=O)NCc1ccc2c(c1)OCO2 (stereo unspecified)	i	0.0	.	-6.9%	3.4%	-2.6%	19.0	.	2.3%	0.3%	0.6%
Cc1oc(-c2ccccc2F)nc1CN1CCC(C(=O)NCc2cccnc2)CC1	i	4.0	.	-16.3%	2.6%	.	15.0	.	-2.4%	7.0%	-7.5%
Cc1cc(NS(=O)(=O)c2ccccc2)cc(Cl)c1O	i	2.0	.	4.0%	2.0%	0.5%	6.0	.	16.9%	8.0%	8.7%
Cn1c(=O)c2c(nc(NCCO)n2CCc2ccccc2)n(C)c1=O	i	7.0	.	-5.1%	-4.5%	0.3%	11.0	.	1.4%	-7.4%	0.9%
CCCN1CCN(CCCNC(=O)Cn2nc(-c3ccc(C)cc3)ccc2=O)CC1	i	2.0	.	2.7%	4.9%	-2.1%	14.0	.	-7.4%	-1.5%	-4.6%
CS(=O)(=O)Nc1ccc(C(=O)NCc2ccc3c(c2)OCO3)cc1	i	5.0	0.0	16.8%	21.0%	-7.0%	5.0	0.0	-5.3%	-9.2%	14.1%	DPM-DC inhibit pilot screen %=0.0
CCOc1cc2[nH]c(=S)n(CCCN3CCN(C)CC3)c(=O)c2cc1OCC	i	10.0	.	-4.3%	-5.3%	.	11.0	.	-4.0%	0.1%	1.3%
CCCOc1ccc(-c2nnn(CC(=O)c3ccc4c(c3)OCCO4)n2)cc1	i	6.0	.	33.1%	9.2%	-3.5%	19.0	.	-0.9%	-4.8%	28.1%
O=C(O)CSc1nnc(Cc2ccccc2)n1-c1ccccc1	i	11.0	.	2.7%	8.6%	7.5%	12.0	.	-5.2%	-4.7%	3.8%
COc1ccc2cc(CCNC(=O)C(C)C)c(=O)[nH]c2c1	i	8.0	.	0.6%	3.5%	0.0%	0.0	.	-5.0%	1.3%	-2.0%
COCc1nnc(NC(=O)CC(C)c2ccccc2)s1 (stereo unspecified)	i	6.0	.	-1.1%	9.2%	13.8%	5.0	.	-1.3%	2.1%	-11.0%
O=C(NCc1ccco1)c1cccn2c(=O)c3sccc3nc12	.	9.0	0.0	8.0%	13.9%	-0.6%	0.0	0.0	3.0%	8.8%	9.5%
COc1cc(OC)c(OC)cc1CN1CCN(c2ccccc2OC)CC1	i	43.0*	.	1.2%	6.6%	9.4%	0.0	.	-4.9%	10.4%	-3.2%
c1ccc2c(c1)[nH]c1c(N3CCC4(CC3)OCCO4)ncnc12	i	13.0	0.0	-10.6%	12.2%	4.0%	4.0	0.5	0.3%	17.7%	23.3%	DPM-DC inhibit pilot screen %=16.5
Cc1cc(NC(=O)C2C3C(=O)N(CCC(C)C)C(C(=O)NCc4ccccc4)C34C=CC2(C)O4)no1 (stereo unspecified)	i	7.0	.	0.6%	12.2%	.	14.0	.	-6.0%	1.4%	7.4%
Cc1ccc(-n2c(SCC(=O)NCC3CCCO3)nc3n[nH]c(C)c3c2=N)cc1Cl (stereo unspecified)	i	6.0	.	.	.	.	15.0	.	.	5.8%	.
C=CCSc1ncccc1C(=O)NCc1ccccc1	i	0.0	.	.	9.1%	11.3%	9.0	.	-4.7%	-1.6%	.
O=C(Nc1cccc2ccccc12)N1CCN(Cc2ccccc2)CC1	i	6.0	.	-11.2%	5.6%	.	0.0	.	6.4%	-15.0%	-5.9%
CCn1nc(CC(=O)Nc2nnc(CC(=O)N3CCCCC3)s2)c2ccccc2c1=O	i	6.0	1.5	7.3%	16.4%	.	1.0	0.0	-2.4%	-1.8%	5.6%	DPM-DC inhibit pilot screen %=0.0

Gathered by group, those above with a furan ring, fused or not (2)
SMILES	DPM-DC inhibit	MK inhibit	MK inhibit pilot replicates	HPDE-C7 viability	TNAP inhibition	LYP phosphatase	Spn PMK inh	Spn PMK inh pilot replicates	Bfl-1 displacement	HT1080 viability	KRASV12 cytotoxicity	others
CC(=O)c1sc(NC(=O)c2ccco2)nc1-c1ccccc1	i	4.0	.	-1.0%	6.7%	15.0%	0.0	.	-2.7%	12.5%	6.3%
O=C(NCc1ccco1)c1cccn2c(=O)c3sccc3nc12	.	9.0	0.0	8.0%	13.9%	-0.6%	0.0	0.0	3.0%	8.8%	9.5%

The listing continues:
SMILES	DPM-DC inhibit	MK inhibit	MK inhibit pilot replicates	HPDE-C7 viability	TNAP inhibition	LYP phosphatase	Spn PMK inh	Spn PMK inh pilot replicates	Bfl-1 displacement	HT1080 viability	KRASV12 cytotoxicity	others
Cc1ccc(C(=O)n2cnnc2N)cc1C	i	0.0	.	3.8%	5.7%	-5.9%	5.0	.	2.3%	2.1%	-8.4%
COc1cccc(Cn2nnc(C(=O)Nc3cc(Cl)ccc3OC)c2N)c1	i	3.0	.	28.5%	4.4%	10.3%	4.0	.	-0.6%	-4.4%	28.0%
CC1=C(C(=O)OCCOC(C)C)C(c2cccnc2)C2=C(CCCC2=O)N1 (stereo unspecified)	.	2.0	.	-0.4%	9.9%	-3.1%	1.0	.	4.3%	-2.3%	1.2%
CC(C)[C@H](NC(=O)OC(C)(C)C)c1nnc(S(=O)(=O)Cc2c(F)cccc2Cl)o1	i	11.0	0.0	-7.3%	5.4%	6.9%	8.0	0.0	9.3%	1.3%	-5.9%	DPM-DC inhibit pilot screen %=0.0
COC(=O)c1ccc(Oc2nc3ccccc3n3c(C)nnc23)cc1	i	5.0	.	-5.9%	10.1%	.	4.0	.	0.4%	1.1%	-32.1%
CCOC(=O)CCc1c(C)c2ccc(O)cc2oc1=O	.	9.0	.	4.6%	6.6%	-5.3%	14.0	.	0.3%	10.3%	8.6%
COC(=O)C(NC(C)=O)(Nc1ccccn1)C(F)(F)F (stereo unspecified)	i	6.0	0.0	-5.8%	16.9%	.	5.0	0.0	-7.2%	1.5%	-6.7%	DPM-DC inhibit pilot screen %=0.0
O=c1c(Cc2ccccc2)c(O)nc2n1CCS2	i	10.0	.	15.3%	17.4%	-6.0%	7.0	.	-6.4%	30.2%	9.0%
O=C(Cn1ccccc1=O)c1cccs1	i	8.0	.	-9.0%	8.1%	-9.0%	0.0	.	2.3%	2.9%	9.8%
O=C(CCc1nc(-c2ccccc2F)no1)NCCN1CCN(Cc2ccccc2)CC1	i	0.0	.	-3.0%	7.4%	.	8.0	.	-3.1%	-9.4%	-2.0%
CCNC(=O)c1c(N)sc2c1CCCCC2	i	6.0	.	-2.3%	9.3%	10.9%	6.0	.	-5.5%	-0.1%	-7.8%
CC(=O)Nc1nonc1-c1nc2ccccc2n1CC1CC1	i	6.0	.	1.0%	-1.8%	9.2%	6.0	.	2.0%	15.1%	-8.7%
Cc1cc(C)n2cc(CSc3ncccc3C(=O)O)nc2n1	.	9.0	.	-2.1%	4.4%	8.7%	13.0	.	0.2%	7.7%	-6.1%
CCOC(=O)C1=C(C)Nc2nc(C)nn2C1c1ccc(C)cc1 (stereo unspecified)	i	7.0	.	-8.8%	2.9%	3.9%	0.0	.	-1.0%	-0.8%	-1.7%
O=C(C1CCCCC1)N1CC(=O)N2CCc3ccccc3C2C1 (stereo unspecified)	i	9.0&8.0	0.0	2.8%&-16.3%	8.7%&8.7%	.	7.0&2.0	6.5	-3.8%&-1.5%	.	-4.8%&6.3%	DPM-DC inhibit pilot screen %=0.0
OC[C@H]1O[C@@H](n2cnc3c(Nc4ccccc4)ncnc32)[C@H](O)[C@@H]1O	i	2.0	0.0	8.5%	8.1%	16.0%	3.0	0.0	4.9%	2.7%	62.3%*	DPM-DC inhibit pilot screen %=0.0
O=c1c2c3c(sc2n2cnnc2n1-c1ccccc1)N(Cc1ccccc1)CCC3	i	6.0	.	4.1%	6.9%	17.9%	0.0	.	8.4%	21.4%	-1.3%
CC(OC(=O)c1ccco1)C(=O)NCc1cccs1 (stereo unspecified)	i	3.0	0.0	7.8%	13.9%	.	7.0	0.0	-3.2%	0.4%	11.0%	DPM-DC inhibit pilot screen %=0.0
COCCN(CCOC)S(=O)(=O)c1ccc(OC)cc1	i	7.0	.	15.5%	15.1%	8.6%	9.0	.	-5.0%	-11.5%	9.0%
Cc1ccc(CS(=O)(=O)CCC(=O)NCCN2CCCCC2C)cc1 (stereo unspecified)	i	8.0	.	7.5%	5.4%	.	14.0	.	-4.8%	41.2%	0.6%
CCOC(=O)c1sc(-c2ccccc2)cc1N	i	9.0	.	9.9%	9.3%	8.0%	0.0	.	-2.9%	4.0%	16.4%
Cc1nn2cc(-c3ccc(Cl)cc3)nc2s1	i	0.0	.	6.3%	14.1%	3.1%	6.0	.	1.2%	4.4%	13.1%
CCOc1ccc(/C(O)=C2/C(=O)C(=O)N(CCOCCO)C2c2cccnc2)cc1 (stereo unspecified)	i	2.0	.	-14.9%	8.3%	.	8.0	.	-6.1%	4.2%	-13.5%
O=C(NCCCN1CCOCC1)c1c(O)c2cc(Br)cc(Br)c2[nH]c1=O	i	6.0	.	-16.2%	-2.2%	-7.5%	11.0	.	-18.4%	31.3%	-20.4%
CCOC(=O)C1CCN(C(=O)Nc2ccc3nc(C)c(C)nc3c2)CC1	.	5.0	2.5	-14.5%	6.1%	8.8%	12.0	1.0	-2.7%	2.9%	-14.1%
Cc1ccc(C)c(NC(=O)c2nnn(Cc3ccccc3C)c2N)c1	i	0.0	.	1.7%	2.1%	.	0.0	.	4.1%	-3.9%	-4.9%

By substructure, those above with a cyano group.
SMILES	DPM-DC inhibit	MK inhibit	MK inhibit pilot replicates	HPDE-C7 viability	TNAP inhibition	LYP phosphatase	Spn PMK inh	Spn PMK inh pilot replicates	Bfl-1 displacement	HT1080 viability	KRASV12 cytotoxicity	others
CCOC(=O)CSc1nc(C)c(C(C)=O)cc1C#N	i	4.0	.	24.6%	5.3%	6.0%	5.0	.	-2.3%	-4.4%	12.7%
CC(NC(=O)CSc1nc2c(cc1C#N)CN(C)CC2)c1ccccc1 (stereo unspecified)	i	5.0	.	-1.9%	7.3%	1.5%	0.0	.	-2.7%	-1.6%	3.1%
